# Compound activity: PubChem, Broad Institute
# U2OS ROS induce: ROS inducers in U2OS cancer cells, primary screen, cell-based, H2DCF-DA fluorescence. U2OS ROS induction. 2% of 46,000 active. ROS induction (% of piperlongumine), % at 10 µM; in the data active = ROS induction above about 79%, passing the limit was not always enough; inconclusive = no clear call, values can overlap the other calls;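 also: 0% = DMSO vehicle median and 100% = reference compound median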
# An asterisk follows results filed as active; ? = inconclusive; & = joins results of further samples.
SMILES,U2OS ROS induce
N#Cc1ccc(OCc2ccc(C(F)(F)F)cc2)c(Cl)c1,-7.9
O=C(NO)c1ccc(C(=O)N/N=C/c2ccco2)cc1,-11.8
O=C(Nc1ccc(O)cc1)c1cc(S(=O)(=O)N2CCOCC2)c(Cl)cc1Cl,-0.9
CNC[C@H]1Oc2c(cccc2N(C)C)C(=O)N([C@@H](C)CO)C[C@H]1C,-7.3
Cc1noc(C)c1NC(=O)N(C)C[C@H]1OCCCC[C@@H](C)Oc2ccc(NC(=O)Nc3ccccc3)cc2C(=O)N([C@H](C)CO)C[C@@H]1C,-0.5
Cc1noc(C)c1S(=O)(=O)Nc1cccc2c1O[C@H](CN(C)C(=O)NC(C)C)[C@H](C)CN([C@@H](C)CO)C2=O,-2.8
COc1ccccc1CCNC(=O)CSc1ccc(-c2ccco2)nn1,-5.5
COc1ccc(NC(=O)N(C)C[C@@H]2Oc3ccc(NS(=O)(=O)c4ccc(C)cc4)cc3C(=O)N([C@@H](C)CO)C[C@H]2C)cc1,-5.3
CCN1CCC[C@H]1CNC(=O)c1c(OC)ccc(Br)c1OC,-1.2&3.3
O=C(c1ccc(Cl)cc1)N(CCS(=O)(=O)c1ccc(Cl)cc1)Cc1cccs1,-0.4
COC(=O)c1c(C)[nH]c(C)c1/C=C(\C#N)S(=O)(=O)c1ccc(Cl)cc1,-5.3
C[C@H](CO)N1C[C@H](C)[C@H](CN(C)S(=O)(=O)c2cn(C)cn2)Oc2ncc(C#CCN(C)C)cc2C1=O,4.2
Cc1ccc(OC(=O)c2ccccc2)c(C(C)(C)C)c1,-12.8
C[C@@H]1CN([C@H](C)CO)C(=O)c2cccc(NC(=O)Nc3cccc4ccccc34)c2O[C@H]1CN(C)C(=O)Nc1cccc2ccccc12,10.1
COc1ccc(/C=N/NC(=O)CCCCCCC(=O)Nc2ccccc2O)cc1OC,0.0
COc1ccc(NC(=O)Nc2ccc3c(c2)C(=O)N([C@H](C)CO)C[C@H](C)[C@H](CN(C)C(=O)Nc2ccccc2)O3)cc1,-5.0
Cc1ccc(S(=O)(=O)C2CS(=O)(=O)c3ccccc32)cc1 (stereo unspecified),10.5
C=CC(C)(C)c1c2c(c(O)c3c(=O)c4ccc(O)c(O)c4oc13)C=CC(C)(C)O2,-13.0
C[C@@H]1CN([C@@H](C)CO)C(=O)c2cccc(NC(=O)Nc3ccccc3)c2O[C@H]1CN(C)Cc1ccc(-c2ccccc2)cc1,-1.3
C[C@@H]1CCCCO[C@@H](CN(C)C(=O)CCC(F)(F)F)[C@@H](C)CN([C@H](C)CO)C(=O)c2cc(NC(=O)NC3CCCCC3)ccc2O1,7.6
Cc1noc(C)c1S(=O)(=O)Nc1ccc2c(c1)C(=O)N([C@H](C)CO)C[C@H](C)[C@@H](CN(C)Cc1ccc(C(=O)O)cc1)OCCCC[C@@H](C)O2,0.8
COc1cccc(S(=O)(=O)N(C)C[C@@H]2OCc3cn(nn3)CCCC(=O)N([C@H](C)CO)C[C@@H]2C)c1,-22.2
C[C@H](CO)N1C[C@H](C)[C@@H](CN(C)S(=O)(=O)c2ccc(Cl)cc2)Oc2c(NC(=O)c3cnccn3)cccc2C1=O,0.4
CC(C)Cn1c(=O)n(C)c(=O)c2[nH]cnc21,-3.1
Cc1cc(C)nc(SCC(=O)Nc2cc([N+](=O)[O-])ccc2C)n1,-1.4
C[C@@H]1CN([C@H](C)CO)C(=O)CCCn2cc(nn2)CO[C@H]1CN(C)C(=O)Nc1ccccc1C(F)(F)F,5.1
Cc1ccc(S(=O)(=O)Nc2cccc3c2O[C@H](CN(C)Cc2ccc4c(c2)OCO4)[C@@H](C)CN([C@H](C)CO)C3=O)cc1,1.5
COc1ccc(S(=O)(=O)Nc2ccc3c(c2)CC(=O)N([C@H](C)CO)C[C@@H](C)[C@H](CN(C)Cc2ccncc2)O3)cc1,-2.3
CCC(C(=O)N1CCCC1)n1nc(C)c2sc3ccccc3c2c1=O (stereo unspecified),35.8
CC(C)NC(=O)Nc1cccc2c1O[C@H](CN(C)CC1CC1)[C@@H](C)CN([C@@H](C)CO)C2=O,-9.9
C=C1C(=O)O[C@H]2[C@H]1[C@H](O)CC(=C)[C@@H]1CC(=O)C(C)[C@H]21 (stereo partly specified),?
C[C@@H]1O[C@@H](O[C@H]2[C@H](O)[C@@H](O)[C@H](OC[C@H]3O[C@@H](OC(=O)[C@]45CCC(C)(C)CC4C4=CCC6[C@@]7(C)CC[C@H](O)C(C)(C)C7CC[C@@]6(C)[C@]4(C)CC5)[C@H](O)[C@@H](O)[C@@H]3O)O[C@@H]2CO)[C@H](O)[C@H](O)[C@H]1O (stereo partly specified),-9.2
COc1ccc(S(=O)(=O)N(C)C[C@H]2Oc3c(NC(=O)C4CCOCC4)cccc3C(=O)N([C@@H](C)CO)C[C@H]2C)cc1,-1.6
C[C@@H]1CN([C@@H](C)CO)C(=O)CCCn2cc(nn2)CO[C@H]1CN(C)Cc1ccccc1C(=O)O,-7.8
COc1ccc(NC(=O)Nc2ccc3c(c2)CC(=O)N([C@H](C)CO)C[C@@H](C)[C@@H](CN(C)Cc2ccc4c(c2)OCO4)O3)cc1,11.2
CCN(CC)CC(=O)Nc1c(C)cccc1C,4.3&-9.0
COC(=O)Nc1nc2ccc(-c3n[nH]c(=O)c4ccccc34)cc2[nH]1,2.3
C[C@H]1CN([C@@H](C)CO)C(=O)Cc2cc(NC(=O)Nc3cccc4ccccc34)ccc2O[C@@H]1CN(C)Cc1ccc(-c2ccccc2)cc1,131.6*
C[C@H]1CN([C@@H](C)CO)C(=O)c2cc(N(C)C)ccc2O[C@@H]1CN(C)Cc1ccc(C(=O)O)cc1,-8.9
Cc1ccc(C)c(NC(=O)Cn2cccc2)c1,33.0
C[C@@H]1CN([C@@H](C)CO)C(=O)c2cccc(NC(=O)c3cnccn3)c2O[C@H]1CN(C)Cc1ccncc1,-6.8
C[C@@H]1CN([C@@H](C)CO)C(=O)c2cccc(NS(=O)(=O)c3ccc(F)cc3)c2O[C@H]1CN(C)Cc1ccc(Oc2ccccc2)cc1,31.3
Cc1ccc(CNC(=O)CN(Cc2ccccc2)S(=O)(=O)c2ccccc2)cc1,-8.4
C[C@H]1CN([C@@H](C)CO)C(=O)c2cccc(NS(=O)(=O)c3ccc(Cl)cc3)c2O[C@H]1CN(C)S(=O)(=O)c1ccccc1,0.5
C[C@H](CO)N1C[C@H](C)[C@H](CN(C)Cc2ccc(C(F)(F)F)cc2)Oc2ccc(NS(=O)(=O)c3cccs3)cc2CC1=O,-6.5
CNC[C@@H]1Oc2ncc(Br)cc2C(=O)N([C@H](C)CO)C[C@@H]1C,?
C[C@H]1CN([C@@H](C)CO)C(=O)Cc2cc(NC(=O)Cc3cn(C)c4ccccc34)ccc2O[C@@H]1CN(C)S(C)(=O)=O,-0.1
COc1cc(NC(=S)NCCc2c[nH]c3ccccc23)c(OC)cc1Cl,20.5

# Entries shown so far containing an NH in an aromatic ring, in the order listed:
SMILES,U2OS ROS induce
COC(=O)c1c(C)[nH]c(C)c1/C=C(\C#N)S(=O)(=O)c1ccc(Cl)cc1,-5.3
CC(C)Cn1c(=O)n(C)c(=O)c2[nH]cnc21,-3.1
COC(=O)Nc1nc2ccc(-c3n[nH]c(=O)c4ccccc34)cc2[nH]1,2.3
COc1cc(NC(=S)NCCc2c[nH]c3ccccc23)c(OC)cc1Cl,20.5

# Next section
SMILES,U2OS ROS induce
O=C(CCCCC(=O)N/N=C/c1ccc([N+](=O)[O-])s1)NO,-5.6
C[C@H](CO)N1C[C@H](C)[C@H](CN(C)Cc2ccc(C(=O)Nc3ccccc3N)cc2)Oc2ccc(NC(=O)C3CC3)cc2CC1=O,24.6
CC[C@H]1CN2CCc3cc(OC)c(OC)cc3[C@@H]2C[C@@H]1C[C@H]1NCCc2cc(OC)c(OC)cc21,14.3
CC1(C)O[C@@H]2C[C@H]3[C@@H]4C[C@H](F)C5=CC(=O)CC[C@]5(C)[C@H]4[C@@H](O)C[C@]3(C)[C@]2(C(=O)CO)O1,0.0
CCOc1ccccc1CN1CCN(Cc2cc(Br)ccc2O)CC1,6.0
CCn1c(SCC(=O)Nc2cccc(Br)c2)nnc1-c1ccncc1,-6.1
CCOC(=O)c1c(CN2CCOCC2)nc2c3ccccc3ccn12,0.4
CC(=O)Nc1ccc(C(=O)CSc2nncn2C)cc1,4.2
Cc1noc(C)c1NC(=O)Nc1cccc2c1O[C@H](CN(C)Cc1ccc3c(c1)OCO3)[C@H](C)CN([C@H](C)CO)C2=O,2.6
O=C(Cc1c[nH]c2ccccc12)NCc1ccccc1,-15.2
C[C@@H]1CCCCO[C@H](CN(C)S(=O)(=O)c2cccs2)[C@@H](C)CN([C@H](C)CO)C(=O)c2cc(NS(=O)(=O)c3ccccc3)ccc2O1,11.1
COc1cccc(-c2cnc3c(c2)C(=O)N([C@H](C)CO)C[C@H](C)[C@H](CN(C)S(=O)(=O)c2ccc(C)cc2)O3)c1,-2.7

# Ordered by formula weight (rising): some entries from above
SMILES,U2OS ROS induce
O=C(Cc1c[nH]c2ccccc12)NCc1ccccc1,-15.2
O=C(CCCCC(=O)N/N=C/c1ccc([N+](=O)[O-])s1)NO,-5.6
CCOC(=O)c1c(CN2CCOCC2)nc2c3ccccc3ccn12,0.4
CC[C@H]1CN2CCc3cc(OC)c(OC)cc3[C@@H]2C[C@@H]1C[C@H]1NCCc2cc(OC)c(OC)cc21,14.3
C[C@@H]1CCCCO[C@H](CN(C)S(=O)(=O)c2cccs2)[C@@H](C)CN([C@H](C)CO)C(=O)c2cc(NS(=O)(=O)c3ccccc3)ccc2O1,11.1

# (list continues)
SMILES,U2OS ROS induce
C[C@@H]1CN([C@@H](C)CO)C(=O)c2cccc(NS(=O)(=O)c3cccs3)c2O[C@H]1CN(C)S(=O)(=O)c1ccc(F)cc1,-7.0
COc1ccccc1NC(=S)NC(c1ccccc1)c1ccccc1,2.0
c1cnc2c(OCc3nc4ccccc4[nH]3)cccc2c1,-4.5
COc1cccc(Nc2nc(C3(C)CC4(CC(C)OC4=O)C(=O)O3)cs2)c1 (stereo unspecified),91.6*
C[C@@H]1CN([C@H](C)CO)C(=O)c2cc(NC(=O)Cc3cn(C)c4ccccc34)ccc2O[C@@H]1CN(C)S(=O)(=O)c1cccs1,1.6
CCc1nnc(SCC(=O)N(CC)c2ccccc2)c2cc3occc3n12,61.7
COC(=O)c1ccccc1NC(=O)CN(C)S(=O)(=O)c1ccc(F)cc1,-11.6
C[C@H]1CN([C@@H](C)CO)C(=O)c2cc(NC(=O)c3ccncc3)ccc2O[C@@H]1CN(C)S(=O)(=O)c1ccc(F)cc1,8.5
O=c1oc(-c2cccnc2)nc2sc3c(c12)CCCCC3,-6.8
CCC(Sc1nnc2c3ccccc3n(CC)c2n1)C(=O)NC(C)c1ccccc1 (stereo unspecified),17.8
O=C(CC1(O)C(=O)Nc2ccccc21)CC1(O)C(=O)Nc2ccccc21 (stereo unspecified),-6.8
COc1cccc(NC(=O)CSc2nnc(-c3ccco3)n2-c2ccccc2)c1,13.6
O=S(=O)(c1ccsc1)c1ccsc1,-6.5
COCCOC(=O)N1C(=O)[C@@]2(c3ccccc31)[C@H](c1ccc(O)cc1)N1[C@H](c3ccccc3)[C@H](c3ccccc3)OC(=O)[C@H]1[C@@H]2C(=O)N1CCN(c2ncccn2)CC1,45.6
C[C@H](CO)N1C[C@H](C)[C@@H](CN(C)C(=O)Nc2ccccc2)Oc2c(NC(=O)Nc3ccccc3)cccc2C1=O,-15.4
C[C@H](CO)N1C[C@H](C)[C@H](CN(C)C(=O)Nc2ccc(C(F)(F)F)cc2)Oc2ccc(NC(=O)C3CCCCC3)cc2CC1=O,36.8
O=C(O)c1ccc2c(c1)OCO2,11.1
COc1ccc(S(=O)(=O)Nc2ccc3c(c2)C(=O)N([C@H](C)CO)C[C@H](C)[C@H](CN(C)CC2CCCCC2)O3)cc1,3.1
O=c1[nH]c2ccccc2c(=O)n1CCSc1ccccc1,12.9
N#CC(C(=O)c1cccc(C(F)(F)F)c1)=C1SCCCCS1,-4.4
C[C@H](CO)N1C[C@H](C)[C@H](CN(C)CC2CC2)Oc2ccc(NC(=O)CCCCCC(=O)Nc3ccccc3N)cc2CC1=O,-12.7
C[C@H](CO)N1C[C@H](C)[C@H](CN(C)Cc2ccc(Cl)c(Cl)c2)Oc2ccc(NC(=O)C3CCCCC3)cc2CC1=O,16.2
C[C@@H]1CN([C@H](C)CO)C(=O)c2cccc(NC(=O)Nc3cccc4ccccc34)c2O[C@@H]1CN(C)Cc1ccc(C(F)(F)F)cc1,3.4
C[C@H](CO)N1C[C@H](C)[C@H](CN(C)CC2CC2)Oc2ccc(NC(=O)CCN3CCOCC3)cc2CC1=O,14.4
C[C@@H]1CN([C@@H](C)CO)C(=O)c2cc(NC(=O)Nc3ccc4c(c3)OCO4)ccc2O[C@@H]1CN(C)S(=O)(=O)c1cccs1,-4.0
COC(=O)c1ccc(NC(=O)CSc2ncn(-c3ccccc3)n2)cc1,-3.7
O=C1c2ccccc2C(=O)N1OS(=O)(=O)c1cccc2cccnc12,-37.0
CC(C)NC(=O)N(C)C[C@@H]1Oc2ccc(NC(=O)Nc3ccccc3)cc2C(=O)N([C@@H](C)CO)C[C@H]1C,-7.9
COc1ccccc1C(=O)N/C(=C\c1ccccc1)C(=O)O,4.0
CSc1nnc(C(C)(C)C)c(=O)n1/N=C/c1c(O)ccc2ccccc12,44.0
CN(C)C(=O)[C@@]1(CCS(=O)(=O)c2ccccc2)N=C(c2ccc(OCCCO)cc2)O[C@H]1c1ccccc1,40.4
C[C@@H]1CN([C@H](C)CO)C(=O)c2cc(NC(=O)C3CCCCC3)ccc2O[C@@H]1CN(C)S(=O)(=O)c1ccc(F)cc1,0.3
COc1ccc(S(=O)(=O)Nc2ccc3c(c2)C(=O)N([C@H](C)CO)C[C@H](C)[C@H](CN(C)Cc2ccc(Cl)c(Cl)c2)O3)cc1,21.7
COc1ccc(S(=O)(=O)Nc2ccc3c(c2)C(=O)N([C@H](C)CO)C[C@H](C)[C@H](CN(C)C(=O)c2ccncc2)OCCCC[C@@H](C)O3)cc1,1.6
COc1ccc(C(=O)CSc2ncnc3sc4c(c23)CCCC4)cc1,-1.3
COc1cc(N=CC2=C(O)c3ccccc3C2=O)cc(OC)c1,40.3

# This is a subset; rates above refer to the full screens.
